Screens deposited in PubChem by NCI.
NCI-60 one-dose screen, 48 h, at 10 µM unless noted. Numbers give growth in % (100 = growth as untreated, 0 = no growth, -100 = all killed).
UO-31: UO-31 renal cancer | 5.2% of 81,000 active | AID 1794768
SW-620: SW-620 colon cancer. AID 1794795. 5.2% of 82,000 active
HT29: HT29 colon cancer; 7.4% of 81,000 active
SN12C: SN12C renal cancer cells; 3.8% of 81,000 active
TK-10: TK-10 renal cancer cells; 3.9% of 81,000 active; AID 1794769
HCT-15: HCT-15 colon cancer. 5.2% of 82,000 active. AID 1794746
HCC-2998: HCC-2998 colon cancer; 4.7% of 79,000 active
HCT-116: HCT-116 colon cancer; 7.3% of 82,000 active
786-0: 786-0 renal cancer cells | 5.1% of 81,000 active | AID 1794775
* hit, by the source's call; x = not tested or not shown; & = joins results of further samples; [ ] = dose if it differs, or a comment. Rule for the calls: active = growth percent below 10; inactive = the rest. An unsorted share of the library. Share with any hit: about 12%.

# | molecule | UO-31 | SW-620 | HT29 | SN12C | TK-10
1 | CCN(CC)Cc1nc2ccccc2c(=O)n1/N=C/c1ccc(C)cc1 | 88 | 103 | 105 | 103 | 115
2 | COc1ccccc1/C=C1\Oc2cc(OCCN3CCC(Cc4ccccc4)CC3)ccc2C1=O | 66 | 69 | 31 | 89 | 94
3 | CCOC(=O)C1=NNC(c2ccc(Cl)cc2)C1C(=O)N1C(=S)NC(=O)C1CC(C)C (stereo not given) | 81 | 95 | 116 | 99 | 164
4 | O=C(O)CCn1c(O)c(/C=C2/C=c3cc4c(cc3=NC2=O)OCO4)sc1=S | 91 | 112 | 110 | 98 | 106
5 | Oc1c(CN2CCN(c3ccccc3F)CC2)cc(Br)c2cccnc12 | -70* | -14* | -63* | 8.2* | -84*
6 | CC(=O)OCCO | 90 | 107 | 120 | 99 | 114
7 | COc1ccc(C(=O)Nc2cccc(-c3cc(=O)c4c(O)c(OC)c(OC)cc4o3)c2)cc1 | 95 | 90 | 99 | 74 | 82
8 | Cc1ccc(Nc2nc(NCCO)c3ccccc3n2)cc1C | 25 | 13 | 13 | 22 | 39
9 | O=c1oc2ccccc2cc1-c1ccnc2[nH]c(=S)[nH]c(=O)c12 | 62 | 106 | 106 | 95 | 174
10 | N#Cc1c2c(nn(-c3ccccc3)c1=O)C(O)=C([N+](=O)[O-])C(c1ccc(Cl)cc1)C2 (stereo not given) | 67 | 100 | 106 | 97 | 112

# | HCT-15 | HCC-2998 | HCT-116 | 786-0
1 | 107 | 116 | 102 | 105
2 | 53 | 38 | 74 | 80
3 | 105 | 121 | 98 | 108
4 | 95 | 106 | 106 | 105
5 | -4.5* | 31 | -36* | -83*
6 | 107 | 111 | 103 | 101
7 | 93 | 81 | 70 | 75
8 | 16 | 12 | 16 | 29
9 | 92 | 106 | 101 | 107
10 | 69 | 104 | 80 | 91

More results follow:
# | molecule | UO-31 | SW-620 | HT29 | SN12C | TK-10
11 | CCCCCN1C=C/C(=C\C(=O)N(C)c2cccc3ccccc23)c2ccccc21 | 83 | 94 | 90 | 100 | 105
12 | CC(C)Sc1nc(Nc2ccc(C(=O)O)cc2)c(C#N)c(-c2ccccc2)n1 | 90 | 91 | 89 | 92 | 140
13 | Nc1nc(N)nc(N[C@@H]2C[C@H](CO)[C@@H](O)[C@H]2O)n1 | 95 | 107 | 105 | 104 | 99
14 | O=CN1N=C(c2ccccc2)CC1c1cn(Cc2ccc(Cl)cc2)c2ccccc12 (stereo not given) | 40 | 81 | 69 | 65 | 80
15 | Cc1ccc(-c2nn(-c3ccccc3)cc2/C=C/C(=O)OCc2cn(-c3ccc([N+](=O)[O-])cc3)nn2)cc1 | 82 | 87 | 89 | 87 | 97
16 | COc1cc2ncnc(-n3ncc4cc(NC(=O)Nc5ccccc5)ccc43)c2cc1OC | -44* | 50 | 29 | 3.8* | -41*
17 | CCN1CCCC(OC(=O)C(c2ccccc2)C2CCCCC2)C1 (stereo not given) | 72 | 99 | 71 | 104 | 93
18 | CCOC(=O)C(/C=C/C(C)C)(C(=O)OCC)C(C)C | 90 | 98 | 94 | 87 | 100
19 | N/C(=N\OC(=O)CSc1nc2ccccc2s1)c1ccc(Cl)cc1 | 77 | 98 | 103 | 102 | 127
20 | Cc1oc(-c2ccc3cccnc3n2)nc1CNC1CCCCCC1 | 87 | 106 | 110 | 105 | 102

# | HCT-15 | HCC-2998 | HCT-116 | 786-0
11 | 101 | 102 | 87 | 97
12 | 91 | 103 | 81 | 98
13 | 105 | 105 | 98 | 102
14 | 69 | 94 | 107 | 107
15 | 102 | 97 | 78 | 82
16 | 21 | 34 | 6.4* | 28
17 | 97 | 96 | 75 | 94
18 | 107 | 110 | 94 | 100
19 | 101 | 105 | 105 | 102
20 | 112 | 111 | 112 | 105

Remaining list, next part
# | molecule | UO-31 | SW-620 | HT29 | SN12C | TK-10
21 | Nc1ccc(Nc2nccc(-c3ccc4ccccc4c3)n2)cc1 | 46 | 33 | 14 | 47 | 59
22 | CCOc1ccccc1/C=N\NC(=O)C1CC1 | 79 | 105 | 95 | 105 | 111
23 | C/C1=C\CC[C@@]2(C)O[C@H]2[C@H]2OC(=O)C(COc3ccc4ccccc4c3)[C@@H]2CC1 (stereo not given in full) | 77 | 104 | 107 | 88 | 138
24 | CN(C)c1ccc(/C=C\c2cccc[n+]2C)cc1 | 59 | 22 | 34 | 52 | 67
25 | O=C(Nc1cccc(OS(=O)(=O)c2ccc(F)cc2)c1)C12CC3CC(CC(C3)C1)C2 | 56 | 72 | 18 | 82 | 88
26 | Cn1c(=O)n(C)c2ccccc21 | 90 | 110 | 105 | 108 | 103
27 | C/C=C1\OC(n2cnc3c(N)ncnc32)C(O)C1O (stereo not given) | 76 | 108 | 94 | 103 | 93
28 | O=C1CC(=P(c2ccccc2)(c2ccccc2)c2ccccc2)C(=O)N1c1ccccc1 | 85&89 | 100&99 | 99&88 | 106&99 | 111&102
29 | COc1ccc(Nc2nnc(SCc3ccccc3F)s2)cc1 | 79 | 109 | 116 | 107 | 123
30 | COc1cc(/C=N/NC(=O)c2ccc(Br)o2)cc(OC)c1OC | 70 | 113 | 101 | 103 | 138

# | HCT-15 | HCC-2998 | HCT-116 | 786-0
21 | 25 | 72 | 26 | 59
22 | 107 | 104 | 104 | 105
23 | 99 | 112 | 89 | 105
24 | 104 | 36 | 19 | 69
25 | 46 | 84 | 56 | 70
26 | 101 | 100 | 106 | 106
27 | 114 | 100 | 95 | 95
28 | 103&105 | 97&78 | 104&104 | 109&111
29 | 103 | 106 | 103 | 101
30 | 107 | 101 | 110 | 79

Remaining list, next part:
# | molecule | UO-31 | SW-620 | HT29 | SN12C | TK-10
31 | NCCN1CCN(c2nccc(-c3ccc(Cl)cc3)n2)CC1 | 54 | 79 | 49 | 60 | 95
32 | CSc1cc(Cl)nc(N)n1 | 93 | 97 | 104 | 101 | 106
33 | CCCc1oc(C)cc1CC | 103 | 105 | 116 | 99 | 130
34 | COc1ccc(-c2nc3c4c(-c5ccccc5)cn(-c5c(C)n(C)n(-c6ccccc6)c5=O)c4ncn3n2)cc1 | 75 | 98 | 89 | 94 | 153
35 | CC(=O)Nc1ccc(S(=O)(=O)N2C(=O)CCC2C(=O)Nc2ccc(Br)cc2)cc1 (stereo not given) | 22 | 38 | 21 | 50 | 64
36 | COC(=O)[C@]12CC[C@@H](C)[C@H](C)[C@@H]1C1=CC[C@@H]3[C@@]4(C)C(C=O)=C[C@@](C)(CO)C4=CC[C@@]3(C)[C@]1(C)CC2 | 28 | 28 | 14 | 38 | 54
37 | CC1CCCCN1/N=N/c1nc2c([nH]1)c(=O)n(C)c(=O)n2C (stereo not given) | 98 | 100&112 | 100&109 | 102&104 | 109&130
38 | C=C(C)[C@@H]1CC[C@]2(C)[C@H](CC=C3[C@@H]4CC(C)(C)CC[C@]4(C(=O)N4CCOCC4)CC[C@]32C)[C@@]1(C)CCC#N | 70 | 81 | 41 | 84 | 64
39 | CCOc1ccc(I)cc1 | 89 | 105 | 106 | 97 | 112
40 | COc1cccc(/C=C/[C@@H](O)[C@@H](O)[C@@H]2O[C@H]2C)c1CO | 89 | 111 | 99 | 103 | 98

# | HCT-15 | HCC-2998 | HCT-116 | 786-0
31 | 66 | 67 | 65 | 72
32 | 111 | 113 | 109 | 105
33 | x | 116 | 116 | 106
34 | 87 | 113 | 83 | 106
35 | 7.5* | 49 | 20 | 58
36 | 9.4* | 16 | 6.7* | 45
37 | 106&114 | 113&106 | 108&104 | 99&109
38 | 75 | 84 | 50 | 90
39 | 103 | 106 | 102 | 109
40 | 110 | 95 | 108 | 98

More compounds.
# | molecule | UO-31 | SW-620 | HT29 | SN12C | TK-10
41 | Cn1ncc2ncc(-c3ccc4ncnc(NCc5ccccc5)c4c3)cc21 | 44 | 93 | 84 | 78 | x
42 | N#CC1=C(N)Oc2c(ccc3cccnc23)C1c1ccccc1 (stereo not given) | 44 | 29 | 13 | 50 | 73
43 | CCOC(=O)c1cc(C(=O)c2cc(OC)cc(OC)c2)n2c1ccc1ccccc12 | 73 | 86 | 95 | 88 | 125
44 | O=C(CCl)c1cccnc1C(=O)O | 83 | 108 | 107 | 96 | 113
45 | CCOC(=O)C(NC(C)=O)C(=O)OCC | 97 | 115 | 94 | 99 | 117
46 | Cn1cccc1-c1cc(-c2ccccc2Br)c(C#N)c(=O)[nH]1 | 80 | 96 | 110 | 96 | 107
47 | CC(C)(C)OC(=O)N1Cc2cc3ccccc3nc2C1 | 89 | 100 | 103 | 99 | 120
48 | COc1ccc(C2=NN(/C=C3\SC(=S)N(NC(=O)Cc4ccccc4Nc4c(Cl)cccc4Cl)C3=O)C(c3ccc(Cl)cc3)C2)cc1 (stereo not given) | 82 | 104 | 98 | 97 | 113
49 | O=C(CCCCC(=O)OC1CCCCC1)OC1CCCCC1 | 77 | 105 | 100 | 104 | 120
50 | NC(=O)NC(=O)/C=C\C(=O)OCCOC(=O)/C=C\C(=O)NC(N)=O | 96 | 107 | 90 | 103 | 93

# | HCT-15 | HCC-2998 | HCT-116 | 786-0
41 | 92 | 99 | 91 | 66
42 | 28 | 50 | 22 | 35
43 | 88 | 102 | 89 | x
44 | 102 | 101 | 101 | 111
45 | 108 | 101 | 99 | 98
46 | 97 | 99 | 104 | 98
47 | 105 | 108 | 102 | 103
48 | 105 | 98 | 99 | 96
49 | 113 | x | 106 | 113
50 | 110 | 98 | 95 | 105

(more compounds)
# | molecule | UO-31 | SW-620 | HT29 | SN12C | TK-10
51 | CCCCCCCCCCCCCCCCC1CC(=O)OC1=O (stereo not given) | 94 | 105 | 109 | 101 | 107
52 | O=[N+]([O-])c1ccc(N/N=C(/C(=N/Nc2ccc([N+](=O)[O-])cc2)c2ccccc2)c2ccccc2)cc1 | 52 | 48 | 16 | 81 | 94
53 | O=c1[nH]c2cn(-c3ccccc3)nc2c(=O)n1O | 85 | 103 | 93 | 97 | 101
54 | C=CS(=O)(=O)c1ccc(Nc2cc(S(=O)(=O)O)c(N)c3c2C(=O)c2ccccc2C3=O)cc1 | 71 | 100 | 120 | 95 | 135
55 | CCN(CC)C12CCCCC1(C)C(C#N)(C#N)C(C#N)=C(N)O2 (stereo not given) | 83 | 109 | 101 | 97 | 93
56 | O=C1CCC(NCCO)N1 (stereo not given) | 82 | 107 | 109 | 100 | 95
57 | NC(N)=NC1CCCCC1 | 85 | 100 | 97 | 103 | 84
58 | CC1=CC(C)(C)NC(=S)N1c1cccc2cc(S(=O)(=O)O)ccc12 | 103 | 105 | x | 96 | 122
59 | CCN(CC1CN(C(C)(C)c2ccc(OC)cc2)C1)C(=O)c1cc2ccccc2[nH]1 | 61 | 93 | 80 | 80 | 91
60 | CCOC(=O)c1ccc2c(c1)[n+](=O)c(C(C)=O)c(C(F)(F)F)n2[O-] | 27 | -0.8* | -0.9* | 4.6* | 41

# | HCT-15 | HCC-2998 | HCT-116 | 786-0
51 | 107 | 114 | x | x
52 | 17 | 105 | 52 | 103
53 | 92 | 92 | 93 | 100
54 | 103 | 115 | 100 | 107
55 | 106 | 96 | 100 | 108
56 | 104 | 102 | 106 | 98
57 | 103 | 104 | 99 | 98
58 | 96 | 90 | 108 | 107
59 | 92 | 96 | 82 | 86
60 | -36* | -17* | -39* | 11

Grouped by structure: the compounds so far with a nitro group on carbon.
# | molecule | UO-31 | SW-620 | HT29 | SN12C | TK-10
10 | N#Cc1c2c(nn(-c3ccccc3)c1=O)C(O)=C([N+](=O)[O-])C(c1ccc(Cl)cc1)C2 (stereo not given) | 67 | 100 | 106 | 97 | 112
15 | Cc1ccc(-c2nn(-c3ccccc3)cc2/C=C/C(=O)OCc2cn(-c3ccc([N+](=O)[O-])cc3)nn2)cc1 | 82 | 87 | 89 | 87 | 97
52 | O=[N+]([O-])c1ccc(N/N=C(/C(=N/Nc2ccc([N+](=O)[O-])cc2)c2ccccc2)c2ccccc2)cc1 | 52 | 48 | 16 | 81 | 94

# | HCT-15 | HCC-2998 | HCT-116 | 786-0
10 | 69 | 104 | 80 | 91
15 | 102 | 97 | 78 | 82
52 | 17 | 105 | 52 | 103

(further entries)
# | molecule | UO-31 | SW-620 | HT29 | SN12C | TK-10
61 | COc1cc2c(c(OC)c1OC)CCC(c1cccc(NC(=O)c3cccc(Cl)c3)c1)O2 (stereo not given) | 64 | 94 | 74 | 92 | 90
62 | COc1cccc(Nc2nc(N)nc(CN3CC(C)CC(C)C3)n2)c1 (stereo not given) | 85 | 84 | 77 | 97 | 103
63 | Cn1cc(-c2nc(-c3ccsc3)cs2)c2ccccc21 | 71 | 92 | 96 | 89 | 132
64 | N/N=C1/C(=O)c2cccc3cccc1c23 | 57 | 108 | 110 | 98 | 103
65 | COc1cc2c(c(OC)c1OC)CCC(c1cccc(C(=O)Nc3ccccc3Br)c1)O2 (stereo not given) | 67 | 100 | 82 | 85 | 87
66 | C/C(=N\Nc1ncc(C#N)c(N)n1)c1ccc(Br)cc1 | 87 | 106 | 99 | 98 | 101
67 | COP(=O)(OC)C(c1ccccc1)(c1ccccc1)c1ccccc1 | 113 | 98 | 91 | 98 | 69
68 | COc1ccc(Cn2c(C)cc3c2CSCC3=O)cc1 | 43[100 µM] | 82[100 µM] | 76[100 µM] | 87[100 µM] | 99[100 µM]
69 | CN1CCC(=C(C#N)C#N)CC1 | 86 | 105 | x | 101 | 108
70 | NC1CCC(Nc2nc(NCc3cc(Cl)ccc3O)c3ncn(C4CCCC4)c3n2)CC1 (stereo not given) | 1.7* | 3.1* | -17* | x | -4.0*
71 | Cc1ccc(Oc2nc(SCC(=O)Nc3nc4ccc(C)cc4s3)nc(-c3ccccc3)c2C#N)cc1 | 53 | 91 | 100 | 96 | 141

# | HCT-15 | HCC-2998 | HCT-116 | 786-0
61 | 84 | 100 | 88 | 97
62 | 92 | 106 | 86 | 98
63 | 93 | 97 | 94 | 106
64 | 98 | 117 | 101 | 106
65 | 92 | 90 | 75 | 76
66 | 96 | 92 | 104 | 101
67 | 107 | 114 | 73 | 93
68 | 71[100 µM] | 81[100 µM] | 54[100 µM] | 75[100 µM]
69 | 97 | 103 | 105 | 105
70 | -10* | -40* | -18* | -11*
71 | 96 | 99 | 71 | 101
